From PubChem BioAssay
FAS TE block = FAS thioesterase domain inhibitors, primary screen, biochemical, fluorescence intensity, uHTS. recombinant FAS-TE, OMFH fluorogenic substrate, fluorescence endpoint. 360,000 compounds, 0.67% hits. inhibition, % at 15 µM;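 active means compounds whose normalised, plate-corrected inhibition of enzyme fluorescence in the single-dose primary screen is 50% or more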;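 further: 0% = DMSO with enzyme and 100% = substrate without enzyme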
eLon inh = inhibitors of E. coli Lon protease, primary screen, biochemical, fluorescence polarization; purified E. coli Lon protease; inhibition, % at 7.94 µM; 360,000 compounds, 0.42% hits; in the data active means inhibition above about 13%, passing the limit was not always enough;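 further: 0% = enzyme with probe and DMSO and 100% = no enzyme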
Target sequence (P0A9M0 whole entry, looked up): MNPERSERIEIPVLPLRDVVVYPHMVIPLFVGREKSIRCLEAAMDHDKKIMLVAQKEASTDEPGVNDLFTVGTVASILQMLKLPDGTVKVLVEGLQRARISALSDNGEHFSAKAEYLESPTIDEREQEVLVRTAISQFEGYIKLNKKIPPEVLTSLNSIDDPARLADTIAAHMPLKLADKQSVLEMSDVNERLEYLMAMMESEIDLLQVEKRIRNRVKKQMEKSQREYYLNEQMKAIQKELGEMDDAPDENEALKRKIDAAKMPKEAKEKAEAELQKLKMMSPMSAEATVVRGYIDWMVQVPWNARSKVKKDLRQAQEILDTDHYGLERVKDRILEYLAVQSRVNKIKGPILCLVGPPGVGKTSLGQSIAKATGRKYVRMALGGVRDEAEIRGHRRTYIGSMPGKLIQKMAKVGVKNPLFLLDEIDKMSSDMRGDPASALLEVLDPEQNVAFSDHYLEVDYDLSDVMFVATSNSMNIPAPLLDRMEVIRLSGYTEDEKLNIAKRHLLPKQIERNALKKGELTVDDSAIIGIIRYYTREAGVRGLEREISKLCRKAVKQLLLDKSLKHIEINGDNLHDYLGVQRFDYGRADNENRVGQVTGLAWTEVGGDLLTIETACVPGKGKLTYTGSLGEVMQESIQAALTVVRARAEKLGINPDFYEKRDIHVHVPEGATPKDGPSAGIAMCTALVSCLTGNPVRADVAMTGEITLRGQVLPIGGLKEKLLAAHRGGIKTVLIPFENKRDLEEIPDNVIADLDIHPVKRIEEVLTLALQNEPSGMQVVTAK
Rin1 Abl inh = inhibitors of Rin1-Abl protein binding, primary screen, biochemical, TR-FRET; 360,000 compounds, 0.4% hits; Tyrosine-protein kinase ABL1 (Homo sapiens) + Ras and Rab interactor 1 (Homo sapiens), …; inhibition, % at 7.35 µM; in the data active means inhibition above about 5%, passing the limit was not always enough
Neddyl block = inhibitors of cullin neddylation, primary screen, biochemical, TR-FRET, uHTS, NAE and Ubc12; NEDD8-conjugating enzyme Ubc12 (Homo sapiens) + NEDD8-activating enzyme E1 regulatory …; calls only at 25 µM; 360,000 compounds, 0.58% hits; in the data active means inhibition above about 36%
MsrA act = bovine MsrA enzyme activators, primary screen, biochemical, absorbance, HTS; purified bovine MsrA, absorbance read-out; activation, % at 10.6 µM; 360,000 compounds, 0.3% hits; in the data active means activation above about 7.5%;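 further: 0% = vehicle and 100% = reference activator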
SKN-1 inh = suppressors of acrylamide-induced Pgst-4::GFP reporter in worms, primary screen, SKN-1 inhibitor project, whole organism, uHTS, GFP/RFP fluorescence ratio, strain VP596. inhibition, % at 21.8 µM. 360,000 compounds, 0.49% hits. C. elegans VP596 Pgst-4::GFP/RFP ratio, 24 h;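 active means interference check ratio from 0.5 to 1.5 plus GFP to RFP signal ratio inhibition reaching or exceeding a fixed threshold, cut at about 30% in these data, passing the limit was not always enough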; further: some compounds called inactive have numbers as strong as hits
MsrA inhibitor = bovine MsrA enzyme inhibitors, primary screen, biochemical, absorbance, HTS; Methionine sulfoxide reductase A (Bos taurus); purified bovine MsrA, absorbance read-out; inhibition, % at 15.5 µM; 360,000 compounds, 0.75% hits; AID 651718, 2012; in the data active means inhibition above about 4.5%;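 further: 0% = vehicle wells with enzyme and 100% = reference inhibitor wells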
MT1-MMP act inh = blockers of MT1-MMP proenzyme processing, primary screen, HT1080 RFP-PRO-GFP cells, GFP/RFP fluorescence; Matrix metalloproteinase-14 (Homo sapiens), P50281; GFP/RFP ratio fluorescence, overnight; percent of plate control window, DMSO zero; GFP/RFP ratio change, % at 20 µM; 360,000 compounds, 0.061% hits;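 active means GFP/RFP ratio change of at least 30% with cell ATP level not reduced by more than half and red fluorescence within 50% of control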; further: strong numbers were not always called active
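Read-out: GFP/RFP fluorescence ratio; Test system: RFP-PRO-GFP reporter HT1080 cells; Compound dosing: single-point 20 µM compound, 1% DMSO; Times: overnight compound exposure at 37 °C.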
NRP1-CendR mod = modulators of CendR peptide binding to NRP-1, primary screen, biochemical, fluorescence polarization, uHTS; AID 602438, 2012; Neuropilin-1 (Homo sapiens), O14786; FAM-RPARPAR peptide binding to NRP-1; 360,000 compounds, 0.85% hits; inhibition, % at 25 µM;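 active means inhibition or corrected inhibition above about 18%, plus a signal ratio from 0.5 to 1.5, limit read from the data, passing the limit was not always enough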; further: strong numbers were not always called active
* = called active by the depositor; i = inactive; nt = not tested or not shown; + = active, no number.

SMILES	FAS TE block	eLon inh	Rin1 Abl inh	Neddyl block	MsrA act	SKN-1 inh	MsrA inhibitor	MT1-MMP act inh	NRP1-CendR mod
Clc1ccc(C=NN2CCCCCC2)cc1Cl	20	1	-2	i	-1	14	0.7	-3	6
CCOC(=O)N1CCN(S(=O)(=O)c2ccc(F)c(C(=O)Nc3cc(C)cc(C)c3)c2)CC1	16	-6	2	i	-3	-3	0.9	6	1
CCOc1cc(C=C2C(=O)c3ccccc3C2=O)ccc1OCC(=O)Nc1ccc(C)cc1	-5	12	1	i	-8	-3	-0.8	-5	120
COc1ccccc1OCC(=O)N1CCCC(Nc2cccc(F)c2)C1 (centres undefined)	1	-4	2	i	-2	3	-0.7	-1	10
c1ccc(CSc2ncnc3c2oc2ccccc23)cc1	16	-3	-369	i	0	-4	1.2	1	-4
COc1c(C(=O)Nc2ccc3[nH]c(=O)[nH]c3c2)cc2ccccc2c1Br	-3	-2	-1	nt	-11	11	1.7	3	-9
CCCCC[C@@H](C)N1C[C@@H](COCc2ccccc2)Oc2cc(N3CCC[C@H]3CO)ccc2S1(=O)=O	23	-6	nt	i	3	-7	0.2	-5	-1
COc1ccc(-c2ccc(OC)cc2C(=O)O)cc1	-9	2	5	i	-1	9	0.5	3	2
O=C(Nc1ccncc1)c1ccc2c(c1)C(=O)N(C1CCCCC1)C2=O	0	1	-3	i	-1	11	-1.0	-5	1
Cc1cc(C)n(-c2cc(N3CCN(S(=O)(=O)c4ccc(Br)cc4)CC3)ccc2[N+](=O)[O-])n1	51*	5	0	i	-9	2	0.3	2	0
CCOc1c(C)cc(S(=O)(=O)NCc2cccnc2)c(C)c1C	-6	8	0	i	-4	-2	-0.9	4	5
Cc1cc(C)c(C)c(S(=O)(=O)NCc2ccc(C(=O)N3CCOCC3)cc2)c1C	-4	2	0	i	-3	3	-1.1	-2	4
N#CCOc1ccccc1CNC[C@H]1O[C@@H](n2cnc(C(N)=O)n2)[C@H](O)[C@@H]1O	-10	-9	0	i	-3	15	-0.6	-1	-7
CCOC(=O)C(NC(=O)c1ccc(OC)cc1)(Nc1cc(C)on1)C(F)(F)F (centres undefined)	-7	0	-1	i	-3	7	-1.3	1	3
Cc1cc(C)c(S(=O)(=O)N(C)CC(=O)NCc2ccccn2)c(C)c1	nt	-15	3	nt	-1	nt	0.9	nt	nt
CC1CC(=O)N(c2ccc(N(C)Cc3ccccc3)c([N+](=O)[O-])c2)C1=O (centres undefined)	-2	-5	0	i	-4	-1	-0.2	-3	-11
Cc1ccc(OCC(O)CN2C(=O)NC(C)(C)C2=O)cc1C (centres undefined)	-2	0	1	i	-6	-5	0.8	-4	-4
COc1ccccc1C/C(N)=N/OC(=O)c1cccc([N+](=O)[O-])c1	29	-3	0	i	-3	-10	-0.1	-3	1
O=C(NCc1ccncc1)c1cncc(Br)c1	-10	1	1	i	-9	-4	0.0	-5	3
CCOc1ccc2noc3c2c1C(=O)c1ccccc1-3	-157	+	-14	i	0	-58	-0.9	-79	126

Compounds shown so far with bromine, in the order listed:
SMILES	FAS TE block	eLon inh	Rin1 Abl inh	Neddyl block	MsrA act	SKN-1 inh	MsrA inhibitor	MT1-MMP act inh	NRP1-CendR mod
COc1c(C(=O)Nc2ccc3[nH]c(=O)[nH]c3c2)cc2ccccc2c1Br	-3	-2	-1	nt	-11	11	1.7	3	-9
Cc1cc(C)n(-c2cc(N3CCN(S(=O)(=O)c4ccc(Br)cc4)CC3)ccc2[N+](=O)[O-])n1	51*	5	0	i	-9	2	0.3	2	0
O=C(NCc1ccncc1)c1cncc(Br)c1	-10	1	1	i	-9	-4	0.0	-5	3

(next part)
SMILES	FAS TE block	eLon inh	Rin1 Abl inh	Neddyl block	MsrA act	SKN-1 inh	MsrA inhibitor	MT1-MMP act inh	NRP1-CendR mod
COCc1cc(=O)n2c(-c3ccccc3OC)n[nH]c2n1	-8	-6	3	i	-6	-11	0.2	-3	-5
Cc1cccc(Nc2nc(-c3ccc(O)cc3O)cs2)n1	24	5	1	i	-1	3	2.4	2	-6
CCn1c(SCC(=O)Nc2ccc3c(c2)OCCO3)nnc1-c1ccncc1	-3	0	-1	i	-1	6	1.4	0	-2
Cc1ccc(C)c(N2C(=N)S/C(=C\c3ccc(-c4ccccc4C(=O)O)o3)C2=O)c1	-2	-28	-1	i	3	-4	3.8	-46	-88
CCOC(=O)C1=C(C)N(CCCCCC(=O)O)C(=O)NC1c1cccc([N+](=O)[O-])c1 (centres undefined)	-1	0	0	i	-3	-2	1.2	2	-8
C=CC[C@H](CC(=O)NCCO)C(=O)N[C@@H](COC(=O)[C@@H](CC=C)Cc1ccc(F)cc1)Cc1ccccc1	5	0	1	i	1	-11	-0.4	-2	7
CS(=O)(=O)N(CC(=O)Nc1c(F)cccc1F)c1cccc([N+](=O)[O-])c1	-3	-10	1	i	1	7	0.6	3	21
CCCC(C)NNC(=O)c1cc2ccccc2[nH]1 (centres undefined)	-7	-5	4	i	-7	1	-0.1	0	0
CC(C)(C)n1nnnc1C(c1cccc(C#N)c1)N1CCCc2ccccc21 (centres undefined)	15	-2	-2	i	-9	5	0.8	-6	-6
O=C1NC(c2ccccc2Br)=N/C1=C\c1ccco1	-4	-14	-2	i	-6	5	1.5	-3	-13
COc1ccc(C(C)=O)cc1COC(=O)CSC(C)C(=O)Nc1cc(C)on1 (centres undefined)	-7	0	3	i	-9	2	1.0	1	-12
CC1=C(C)CC2C(=O)N(c3cccc4ccccc34)C(=O)C2C1 (centres undefined)	7	-2	0	i	-2	9	-0.4	-3	-6
CCOc1ccc(Br)cc1S(=O)(=O)Nc1ccccc1N1CCOCC1	36	1	2	i	-1	0	2.1	-4	-6
Oc1ccc(N=Nc2ccc3ccccc3c2)cc1	24	3	-2	i	-4	46*	0.8	2	15
c1ccc(-c2nnc(SCC3CCCO3)nc2-c2ccccc2)cc1 (centres undefined)	16	-13	-2	i	-4	1	-0.4	-2	-8
CCCCCOC(=O)c1c(N)n(CCOC)c2nc3ccccc3nc12	13	3	-2	nt	-2	7	2.3	-2	-12
Cc1ccc(NC(=O)c2nc[nH]c2C(=O)NCc2ccccc2)cc1	11	-8	1	nt	-4	-9	-0.4	10	19
O=C(CCn1cnc(-c2ccccc2)c1-c1ccccc1)N/N=C/c1ccccc1O	19	-1	-1	+	-3	8	-0.3	-4	-1
COc1ccc(CC(=O)Nc2ccccc2N2CCCCC2)cc1OC	9	8	1	i	-6	-2	3.0	0	7
CCOC(=O)C(=O)NNc1ccc(C)cc1	-11	-5	1	i	-2	-2	0.5	3	-3

One compound at a time (already shown).
Cc1ccc(NC(=O)c2nc[nH]c2C(=O)NCc2ccccc2)cc1 in the list: FAS TE block = 11; eLon inh = -8; Rin1 Abl inh = 1; Neddyl block = nt; MsrA act = -4; SKN-1 inh = -9; MsrA inhibitor = -0.4; MT1-MMP act inh = 10; NRP1-CendR mod = 19
O=C(CCn1cnc(-c2ccccc2)c1-c1ccccc1)N/N=C/c1ccccc1O in the list: FAS TE block = 19; eLon inh = -1; Rin1 Abl inh = -1; Neddyl block = +; MsrA act = -3; SKN-1 inh = 8; MsrA inhibitor = -0.3; MT1-MMP act inh = -4; NRP1-CendR mod = -1

Continuation.
SMILES	FAS TE block	eLon inh	Rin1 Abl inh	Neddyl block	MsrA act	SKN-1 inh	MsrA inhibitor	MT1-MMP act inh	NRP1-CendR mod
Cc1ccc(C)c(-n2c3nc(=O)n(C)c(=O)c-3cc3ccccc32)c1	-8	0	-6	nt	2	-8	0.5	0	4
O=C(CSc1nccn1-c1ccc(F)cc1)NCc1ccc2c(c1)OCO2	-3	-7	2	i	-8	-49	-0.2	10	-15
CC(=O)Cc1nsc(Nc2ccccc2)n1	-4	-2	1	i	-2	15	-0.8	2	8
O=CN1CCN(C(=O)Cc2ccc([N+](=O)[O-])cc2)CC1	-20	-1	4	i	-1	6	-0.6	4	19
Cc1nnc(SCC(=O)Nc2cccc(C(F)(F)F)c2)n1Cc1ccco1	-4	1	3	i	-8	-23	0.7	0	8
CCOC(=O)c1[nH]c(C)c(C(=O)N(C)C)c1C	-6	4	-2	i	-1	7	-1.0	5	-3
Cc1nc(C(F)(F)F)ccc1C(=O)N1CCCCCC1(C)C(=O)NCC(C)C (centres undefined)	-6	2	2	i	-1	32	1.3	-3	2
CCOc1cc(C(=O)Nc2cc(=O)n(C)c(=O)n2C)cc(OCC)c1OCC	-7	8	-3	i	0	-13	0.7	3	-3
CC(C)C[C@H](NC(=O)N1CCn2c1nc1ccccc12)C(=O)N[C@H](Cc1ccccc1)C(=O)O	1	0	-1	i	-3	12	-0.1	0	1
COc1ccc(CCNC(=O)Cc2ccccc2)cc1OC	-5	1	-3	i	-8	-16	-1.4	5	-1
CCOC(=O)c1sc(=S)n(-c2cccc(OC)c2)c1N	-2	1	-3	i	-5	4	2.6	2	6

In another format: 4 of the compounds above
> CCOc1c(C)cc(S(=O)(=O)NCc2cccnc2)c(C)c1C
  FAS TE block = -6 | eLon inh = 8 | Rin1 Abl inh = 0 | Neddyl block = i | MsrA act = -4 | SKN-1 inh = -2 | MsrA inhibitor = -0.9 | MT1-MMP act inh = 4 | NRP1-CendR mod = 5

> Cc1cc(C)c(C)c(S(=O)(=O)NCc2ccc(C(=O)N3CCOCC3)cc2)c1C
  FAS TE block = -4 | eLon inh = 2 | Rin1 Abl inh = 0 | Neddyl block = i | MsrA act = -3 | SKN-1 inh = 3 | MsrA inhibitor = -1.1 | MT1-MMP act inh = -2 | NRP1-CendR mod = 4

> N#CCOc1ccccc1CNC[C@H]1O[C@@H](n2cnc(C(N)=O)n2)[C@H](O)[C@@H]1O
  FAS TE block = -10 | eLon inh = -9 | Rin1 Abl inh = 0 | Neddyl block = i | MsrA act = -3 | SKN-1 inh = 15 | MsrA inhibitor = -0.6 | MT1-MMP act inh = -1 | NRP1-CendR mod = -7

> CCOC(=O)C(NC(=O)c1ccc(OC)cc1)(Nc1cc(C)on1)C(F)(F)F (centres undefined)
  FAS TE block = -7 | eLon inh = 0 | Rin1 Abl inh = -1 | Neddyl block = i | MsrA act = -3 | SKN-1 inh = 7 | MsrA inhibitor = -1.3 | MT1-MMP act inh = 1 | NRP1-CendR mod = 3
